Assay outcomes (PubChem)
ASM inhibitor = inhibitors of human secretory acid sphingomyelinase; 340,000 compounds, 0.006% hits; Potency, µM (series often up to 57.5 µM), without a hit: at the top dose activity change, negative = inhibition, most hits filed as inhibitors; P17405; AID 504937; placental ASM, HMU-PC fluorogenic substrate, 60 min; note: potency is the fitted concentration of half-maximal effect
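Human placenta-derived ASM preincubated with compound 10 min at room temperature, then reacted with 9 uM (final) fluorogenic HMU-PC substrate for 60 min at 37 C. Stop solution raises pH to 10; fluorescence read at Ex 386/Em 447 nm.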
TRPV1 agonist = human TRPV1 agonism; Q8NER1; TRPV1-expressing cells, Fluo-8 calcium influx, agonist mode; activation, % at 8.33 µM; 320,000 compounds, 0.19% hits; AID 540275; in the data active = activation above about 80%; inconclusive = between about 30% and that limit; note: 0% is about no effect
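Fluo-8 calcium influx in TRPV1-expressing cells, kinetic read (ex 480/em 520 nm). Compound added and read 3 min for agonist activity, followed by capsaicin at EC20 final and 2 min further read for enhancement.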
B2AR arrestin = recruits beta-arrestin to the human beta2-adrenergic receptor | 330,000 compounds, 0.02% hits | beta-arrestin recruitment to beta2AR, cell-based reporter | P07550 | AID 492947 | Potency, µM (top dose mostly 46.1 µM), for inactives: at the top dose activation, hits mostly activators;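 note: potency is the fitted concentration of half-maximal effect; 0% = DMSO controls and full agonism = EC100 isoproterenol or metaproterenol; nearly all actives have a fitted effect of over 65% in size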
a7 integrin act = activators of alpha7 integrin expression for muscular dystrophy. alpha7betagal myoblasts, beta-gal FDG fluorescence, 48 h. Potency, µM (series often up to 38.3 µM), inactives show at the top dose activation, usual class: activators. 350,000 compounds, 0.064% hits. AID 624291;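 note: potency is the fitted concentration of half-maximal effect; 100% = response of the positive control SU9516; nearly all actives have a fitted effect of over 60% in size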
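alpha7betagal+/- myoblasts (passage 13, 250/well) treated 48 h at 37C with compounds at 1:260 dilution of DMSO stock. Lysed, then beta-galactosidase activity read as FDG fluorescence (ex 480/em 540) after 30 min, with pre-read for autofluorescence.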
p53 reactivation = re-activators of mutant p53; 320,000 compounds, 0.063% hits; AID 504706; H1299 p53-A138V BP100-luciferase reporter, luminescence, 24 h; Potency, µM (doses to about 92.2 µM), without a hit: top-dose activity change, positive = activation, most hits filed as activators; note: potency is the fitted concentration of half-maximal effect; % of control where 0% means no effect; nearly all actives have a fitted effect of over 45% in size
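p53-null H1299 cells stably carrying temperature-sensitive p53-A138V and a BP100-luciferase reporter were pinned with compounds (4-point, 1:5 series) and held 24 hrs at 37 deg C. Luminescence was read 10 min after detection reagent.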
Eya2 phos inh = Eya2 (human) phosphatase inhibition; recombinant Eya2, OMFP fluorescence dephosphorylation (OMFP is methylfluorescein phosphate); Potency, µM (top dose mostly 76.9 µM), for the others: at the highest dose activity, negative = inhibition, hits mostly inhibitors; 330,000 compounds, 0.006% hits; note: potency is the fitted concentration of half-maximal effect; % is set by controls: 0 for no effect and ±100 for the full control effect
Target sequence (O00167 whole entry, looked up): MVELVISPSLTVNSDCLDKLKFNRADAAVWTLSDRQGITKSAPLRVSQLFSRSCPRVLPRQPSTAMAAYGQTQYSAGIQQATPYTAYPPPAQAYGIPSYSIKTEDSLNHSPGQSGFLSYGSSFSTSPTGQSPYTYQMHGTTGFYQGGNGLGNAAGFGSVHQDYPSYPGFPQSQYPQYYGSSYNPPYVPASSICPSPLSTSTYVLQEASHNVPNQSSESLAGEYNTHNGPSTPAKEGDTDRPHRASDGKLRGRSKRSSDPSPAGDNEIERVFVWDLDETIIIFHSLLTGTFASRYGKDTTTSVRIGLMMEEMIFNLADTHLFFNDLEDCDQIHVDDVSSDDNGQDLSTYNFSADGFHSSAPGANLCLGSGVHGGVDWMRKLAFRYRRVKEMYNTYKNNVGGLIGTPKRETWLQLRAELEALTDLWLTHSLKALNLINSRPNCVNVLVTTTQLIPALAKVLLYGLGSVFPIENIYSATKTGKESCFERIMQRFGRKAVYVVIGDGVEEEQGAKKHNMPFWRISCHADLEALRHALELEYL
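Eya2 (0.2 uM) preincubated 10 min at ambient with compound, then OMFP substrate added at 50 uM; 10 min reaction in 50 mM HEPES pH 7.5, 50 mM NaCl, 5 uM MgCl2, 0.05% BSA, 1 mM DTT. Fluorescence read at Ex 485/Em 525 nm.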
PTAP TSG101 blk = blocks PTAP/TSG101 interaction to inhibit HIV-1 budding | 340,000 tested, under 10 active | Potency, µM (highest dose often 115 µM), for the others: top-dose activity change, negative = inhibition, hits mostly inhibitors | Fluorescence polarization, FITC-PTAP peptide / Tsg101 binding | Q99816; active = well fitted inhibition curve with a large enough effect in the main read-out, with a control signal flat, not every such curve was filed as active; inconclusive = small, poorly fitted or top-dose-only effect, or effect the other way, or a change in a side signal; inactive = no such curve, though single readings can be large or run the other way; note: potency is the fitted concentration of half-maximal effect; % of control where 0% means no effect
Target sequence (Q99816 whole entry, looked up): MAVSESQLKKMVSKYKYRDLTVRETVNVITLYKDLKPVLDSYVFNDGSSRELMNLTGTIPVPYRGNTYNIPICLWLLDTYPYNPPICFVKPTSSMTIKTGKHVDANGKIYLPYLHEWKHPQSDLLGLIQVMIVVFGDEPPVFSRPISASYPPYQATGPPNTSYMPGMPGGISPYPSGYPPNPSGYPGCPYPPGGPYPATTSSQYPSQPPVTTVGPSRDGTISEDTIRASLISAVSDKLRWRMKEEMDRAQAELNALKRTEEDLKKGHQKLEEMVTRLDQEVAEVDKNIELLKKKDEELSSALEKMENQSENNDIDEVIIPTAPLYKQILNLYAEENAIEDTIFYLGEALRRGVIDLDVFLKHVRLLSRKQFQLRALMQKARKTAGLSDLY
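Fluorescence anisotropy tracks displacement of a FITC-tagged PTAP peptide (50 nM) from the Tsg101 binding domain (10 uM), following a 20 min room-temperature incubation at pH 7.5.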
BRCA1 expr act = increases BRCA1 expression. 380,000 compounds, 1.1% hits. MCF7-BRCA1-FFLuc reporter, luminescence, 48 h; response scale: scaled: vehicle 0%, 10 µM genistein 100%. Potency, µM (highest dose often 46.1 µM), inactives show top-dose activation, usual class: activators; note: potency is the fitted concentration of half-maximal effect; nearly all actives have a fitted effect of over 80% in size; some results filed as inactive show a strong effect at the top dose
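MCF7 cells carrying a BRCA1-firefly luciferase reporter (2000 cells/well, phenol-red free MEM) were attached for 2 h at 37 °C, then given compounds for 48 h. Luminescence was read 15 min after luciferase reagent; activity normalized to genistein (10 microM) and DMSO.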
uPA generation = inhibitors of cell surface uPA generation; cell surface uPA generation assay, qHTS; Potency, µM (top dose mostly 38.3 µM), without a hit: at the top dose activity change, negative = inhibition, actives largely listed as inhibitors; 330,000 compounds, 0.31% hits; AID 540303; active = well fitted inhibition curve with a large enough effect; inconclusive = small, poorly fitted or top-dose-only effect; inactive = no such curve, though single readings can be large or run the other way; tested in mouse RAW 264.7 cells; note: potency is the fitted concentration of half-maximal effect; % is set by controls: 0 for no effect and ±100 for the full control effect; nearly all actives have a fitted effect of over 55% in size
USP2a block = blocks human ubiquitin-specific protease USP2a. 330,000 compounds, 0.01% hits. Potency, µM (doses to about 38.3 µM), for inactives: at the highest dose activity change, negative = inhibition, most hits filed as inhibitors. O75604. USP2 core, Ub-CHOP2 coupled fluorogenic reporter, 485/531;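 note: potency is the fitted concentration of half-maximal effect; plate controls were DMSO wells for no effect and full inhibition by NEM control for full effect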
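Cell-free coupled assay: 10nM USP2 core preincubated 30min RT with compound in Tris-HCl pH 8.0/CaCl2/CHAPS buffer, then 25nM Ub-CHOP2 and 25nM reporter substrate; fluorescence (Ex 485/Em 531) read after 60min RT, normalized to NEM inhibition, concentration-response curves fitted.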
ELG1 genotoxic = induces genotoxicity in HEK293T cells with luciferase-tagged ELG1 | HEK293T ELG1-luciferase reporter, luminescence, 16 h | 330,000 compounds, 1.3% hits | Potency, µM (series often up to 46 µM), for the others: at the top dose activity change, positive = activation, hits mostly activators; note: potency is the fitted concentration of half-maximal effect; % of control where 0% means no effect; nearly all actives have a fitted effect of over 60% in size
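DMSO vehicle served as control against compound-treated ELG1-luciferase HEK293T cells; exposure lasted 16 hr at 37 °C and 5% CO2, followed by ONE-Glo luminescence detection after 30 min.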
An asterisk follows results filed as active; ? = inconclusive; nt = not tested or not shown; [ ] = another dose, or the depositor's remark. Unless noted, calls come from the whole dose curve; as a rule, active = well fitted curve in the direction sought with a large enough effect; inconclusive = small, poorly fitted or top-dose-only effect, or another doubt; inactive = no such curve, though single readings can be large; an effect the other way counts as inactive or inconclusive. Outcome played no part in choosing rows; overall some 2.6% were active at least once.

canonical_smiles | ELG1 genotoxic | USP2a block | B2AR arrestin | PTAP TSG101 blk | a7 integrin act | uPA generation | p53 reactivation | TRPV1 agonist | Eya2 phos inh | BRCA1 expr act | ASM inhibitor
CC(=O)Nc1ccc(S(=O)(=O)NNC(=O)c2ccc(C)cc2)cc1 | 0% | -4% | -0.3% | -1% | -16% | 2% | -1% | -4 | 16% | 1% | 3%
Cc1nnc2c(N(C)S(=O)(=O)c3ccccc3)nc3ccccc3n12 | 4% | 1% | 0.6% | -7% | -43% | -4% | 17% | 0 | -7% | -1% | 5%
CCOc1ccc(Cc2onc3c2C(=O)CCC3)cc1OCC | 1% | 1% | 0.2% | -1% | -14% | -2% | 9% | 2 | -27% | 1% | -1%
Fc1ccc(N2CCN(Cc3cn[nH]c3-c3ccccc3)CC2)cc1 | -4% | -1% | -0.8% | -3% | -14% | 1% | 2% | nt | -3% | -17% | 0%
CC(C)(C)NCc1cccn1-c1sc2c(c1C#N)CCCC2 | -5% | 1% | -0.2% | 0% | -26% | 1% | -2% | -2 | 5% | 1% | 2%
Cn1c(=O)c2[nH]c(CCc3ccncc3)nc2n(C)c1=O | nt | nt | nt | -3% | 3% | -1% | nt | nt | nt | -40% | 4%
CC(C)(C)C(=O)COC(=O)C1=NN(c2ccccc2)C(=O)CC1 | -4% | -4% | -0.4% | -2% | ? | 5% | -1% | 3 | 9% | -3% | -1%
CC(CN(C)Cc1ccccc1)OC(=O)c1ccccc1F (configuration not stated) | 0% | 5% | 0.2% | -1% | 9% | 8% | 5% | 24 | -2% | 9% | 1%
CCCCN(C)C(=O)C1CCN(Cc2ccccn2)CC1 | -2% | 1% | -0.3% | -2% | -11% | 4% | ? | -3 | -6% | 23% | 3%
CCSc1nc2ccccc2n1CC(N)=O | -2% | -1% | 0.3% | -10% | -15%[7.66 µM] | nt | -15% | -5 | 7% | 19% | 1%
COc1ccc(Br)cc1S(=O)(=O)NNC(=O)c1c(C)nc2ccccn12 | -3% | 6% | 0.1% | -2% | 3% | -3% | -1% | 1 | 5% | 4% | -1%
Cc1nc(N2CCN(S(=O)(=O)c3ccccc3)CC2)c2c3c(sc2n1)CC(C)CC3 (configuration not stated) | -13% | 1% | -0.4% | 0% | 8% | 6% | 8% | 0 | 3% | -3% | 1%
COc1ccc(C(=O)c2ccc(Cl)cc2)cc1 | 21µM* | 0% | -0.1% | 0% | -21% | -1% | ? | -1 | 22% | 78% | 0%
Cc1ccc2c(c1)c1nnc(SCC(=O)NC3CC3)nc1n2C | 4% | 0% | -1.1% | nt | nt | nt | -2% | -1 | 0% | nt | nt
COc1cccc(-c2nc(CC(=O)O)cs2)c1OC | 3% | 1% | -1.7% | -5% | 23% | 2% | 2% | -1 | 23% | 39% | 6%
COc1ccc(C2CC(c3c(-c4ccccc4)c4cc(Cl)ccc4[nH]c3=O)=NN2C(=O)CCC(=O)O)cc1 (configuration not stated) | -4% | 2% | -0.3% | -9% | -12% | 3% | 5% | 3 | 8% | 9% | 50%[activator]
Cc1ccc(N2C(=O)Nc3ccccc3C2(O)C(=O)NCCCOC(C)C)cc1C (configuration not stated) | -1% | 3% | -1.0% | -6% | 1% | 1% | -1% | -2 | -3% | -14% | 5%
NC(=O)C(CC(=O)O)NC(=O)[C@@H]1CCOc2c(I)cc([N+](=O)[O-])cc2C(=O)N[C@@H](CO)C(=O)N[C@@H](Cc2ccc(O)cc2)C(=O)N1 (some centres not stated) | 1% | 1% | -1.7% | -5% | 13% | -1% | -2% | -4 | 17% | 0% | 2%
COc1ccccc1NC(=O)c1ccc(S(=O)(=O)N(C)c2ccccc2OC)cc1 | -6% | 0% | -1.0% | -11% | 4% | 16% | 2% | nt | 3% | -8% | 0%
O=C1NC(C(=O)O)=CC(c2ccc([N+](=O)[O-])cc2)N1 (configuration not stated) | 0% | 3% | -0.7% | 0% | -18% | 4% | 1% | 1 | -6% | 13% | -5%
O=C(O)/C=C/c1ccc(Oc2ncccn2)cc1 | 0% | -1% | 0.5% | -8% | ? | 2% | 0% | 2 | -2% | 10% | 4%
Cc1nc2ccc(S(=O)(=O)NC(CC(C)C)C(=O)O)cc2s1 (configuration not stated) | -4% | 2% | -0.7% | -4% | 17% | 7% | 0% | -4 | -14% | -4% | 0%
c1coc(CNC2CCCCC2)c1 | -1% | 0% | -0.3% | -7% | 7% | -2% | -9% | -1 | 7% | -2% | 2%
COc1ccc(/C=C/C(=O)Nc2nonc2NC(C)=O)cc1 | 7% | 3% | 0.1% | -2% | 1% | -2% | ? | 8 | -1% | -4% | 0%
CCCn1nnnc1NC(=O)COc1ccc(Br)cc1 | -2% | 1% | -0.3% | -2% | -8% | -1% | -2% | -4 | 10% | 0% | 0%
O=C(Nc1cccc(S(=O)(=O)N2CCCCC2)c1)c1ccccn1 | -15% | 0% | 3.6% | -3% | 13% | 7% | 3% | ? | 9% | 46% | 3%
O=C(O)c1ccc(NS(=O)(=O)/C=C/c2ccccc2)cc1 | 2% | 0% | -0.2% | 0% | 15% | 2% | 9% | 1 | -2% | -11% | 1%
O=C1c2ccccc2S(=O)(=O)c2cc(N3CCN(c4ccccc4)CC3)ccc21 | nt | nt | nt | 0% | 12% | 2% | nt | nt | nt | 2% | -8%
Cc1ccc(C(=O)NCC(=O)OCC(=O)NCCc2ccccc2)s1 | 1% | 1% | -0.1% | -1% | -31% | 0% | 2% | 1 | 13% | 22% | 0%
O=C(COc1ccc(Br)cc1)NNC(=O)c1cc(S(=O)(=O)N2CCOCC2)ccc1Cl | nt | nt | nt | -7% | 7% | 3% | nt | nt | nt | -14% | 2%
CCOC(=O)c1c(NC(=S)NCCc2ccccc2)sc2c1CC(C(C)C)OC2 (configuration not stated) | -12% | 0% | -0.2% | -2% | 25% | 2% | -1% | 2 | -4% | -80% | -9%
CN(C)S(=O)(=O)Nc1cccc(-c2cn3c(n2)SCC3)c1 | 0% | 1% | 0.1% | 0% | -14% | -15% | 6% | 1 | -5% | -1% | 4%
COc1ccc(/C=C/C(=O)Nc2ccc(C)c(S(=O)(=O)N3CCOCC3)c2)cc1 | -11% | -2% | -0.8% | 1% | nt | ? | 6% | nt | 6% | -34% | -7%
CC1(C)CC(NC(=O)c2cccc(F)c2)CC(C)(C)N1 | -2% | 0% | -0.2% | 0% | -23% | 1% | 5% | 1 | 11% | 13% | 3%
O=C(CC1Nc2cccc3cccc(c23)NC1=O)Nc1ccccc1 (configuration not stated) | -5% | 0% | 0.6% | -1% | -3% | 2% | -3% | 2 | 0% | -32% | -3%
COc1ccc(Cn2nnnc2CN2CCc3ccccc32)cc1 | -3% | 0% | -0.3% | -21% | 19% | -3% | 0% | 2 | -2% | -2% | 182%[activator]
CCOC(=O)[C@H]1[C@H]2COc3cc(OC)ccc3[C@@H]2N2C(=O)CN(Cc3ccccc3)C(=O)[C@@]12C | 1% | 1% | -0.7% | -3% | 0% | 8% | -6% | 5 | -3% | -19% | 7%
Cn1c(SCC(=O)Nc2ccc3c(c2)OCCO3)nnc1-c1ccncc1 | 12% | 1% | 0.0% | -4% | -23% | 1% | 3% | 1 | -13% | 4% | 2%[11.5 µM]
COC(=O)c1ccccc1NC(=O)CC(=O)Nc1ccccc1C(=O)OC | 0% | 2% | 0.1% | -7% | ? | 0% | -2% | 0 | 4% | -46% | -3%
O=C(c1cccs1)N1CCN(C/C=C/c2ccccc2)CC1 | 7% | 1% | 0.2% | -5% | -31% | 0% | 6% | 5 | -5% | 2% | 0%
O=S1(=O)CCN2C(c3ccco3)=CSC2=N1 | 0% | -1% | -0.9% | -7% | 7% | -4% | 1% | -2 | 11% | -9% | 0%
COC(=O)C1=CN(c2cccc(Cl)c2)C=C(C(=O)OC)C1c1cccc(OC)c1 | -3% | 1% | 5.2% | -1% | 3% | 3% | -4% | 18 | 4% | 0% | nt
CC(C)c1ccc(NC(=O)C(c2ccc3c(c2)OCO3)N2CCC3(CC2)OCCO3)cc1 (configuration not stated) | 1% | 2% | -0.1% | -3% | 11% | 1% | 4% | 14 | -5% | -41% | -2%
CCCc1nc2oc3c(=O)[nH]cnc3c2c2c1CCCC2 | -1% | 1% | -0.3% | -2% | 13% | 11% | -2% | 0 | 6% | 14% | 3%
